Screening data from PubChem.
APOBEC3A inh: APOBEC3A ssDNA deaminase inhibitors, primary screen, selectivity assay for APOBEC3G inhibitor project, biochemical, FAM/TAMRA oligo cleavage fluorescence; DNA dC->dU-editing enzyme APOBEC-3A (Homo sapiens), P31941; recombinant A3A, FAM/TAMRA ssDNA deamination fluorescence; inhibition, % at 20 µM; hit rate 0.41% among 330,000; AID 493011, 2011;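 active = at least 40% inhibition at 20 µM here, with at most 30% in a related deaminase screen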;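 note: plate controls were A3A with DMSO for no effect and wells lacking A3A enzyme for full effect; some results filed as inactive read as strong as hits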
Target sequence (P31941 whole entry, looked up): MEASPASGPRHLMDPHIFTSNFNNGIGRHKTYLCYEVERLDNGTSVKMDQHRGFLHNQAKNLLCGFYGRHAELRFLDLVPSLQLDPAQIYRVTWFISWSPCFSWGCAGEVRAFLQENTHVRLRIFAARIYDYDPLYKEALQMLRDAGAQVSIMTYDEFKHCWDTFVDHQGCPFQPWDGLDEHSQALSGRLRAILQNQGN
hIAP inh: human IAP inhibitors, primary screen, biochemical, luminescence, uHTS; hit rate 0.12% among 330,000; Intestinal-type alkaline phosphatase (Homo sapiens), P09923; purified IAP, CDP-Star luminescence, 30 min; inhibition, % at 10 µM; AID 2544, 2010;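 active = inhibition reaching a set limit with compound at 10 µM in the primary screen, cut at about 35% in these data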;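 note: plate controls were DMSO wells with enzyme for no effect and no-enzyme buffer wells for full effect; values of inactives mirror those of a sister screen read the other way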
Target sequence (P09923 whole entry, looked up): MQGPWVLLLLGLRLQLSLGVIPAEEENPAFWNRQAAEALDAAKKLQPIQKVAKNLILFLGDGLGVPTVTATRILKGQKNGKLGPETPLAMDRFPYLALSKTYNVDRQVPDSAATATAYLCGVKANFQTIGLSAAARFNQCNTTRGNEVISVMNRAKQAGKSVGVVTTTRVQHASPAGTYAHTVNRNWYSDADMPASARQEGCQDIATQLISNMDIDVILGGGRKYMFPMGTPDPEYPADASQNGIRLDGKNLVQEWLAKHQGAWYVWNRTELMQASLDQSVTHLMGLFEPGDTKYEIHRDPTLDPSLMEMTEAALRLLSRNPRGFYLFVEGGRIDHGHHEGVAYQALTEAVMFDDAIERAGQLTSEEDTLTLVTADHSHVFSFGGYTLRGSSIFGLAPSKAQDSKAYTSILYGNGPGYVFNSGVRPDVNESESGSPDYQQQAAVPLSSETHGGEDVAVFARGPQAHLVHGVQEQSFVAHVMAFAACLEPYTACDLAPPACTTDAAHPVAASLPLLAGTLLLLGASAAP
MIN6 prolif: inducers of MIN6 beta-cell proliferation, primary screen, ATP luminescence, uHTS. MIN6 cells proliferation, ATPlite luminescence, 48 h; cells starved in 0.2% serum; 100% = growth in 10% serum. proliferation, % at 10 µM. hit rate 0.29% among 330,000. AID 2380, 2010;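 active = compounds whose signal lies at least 3.5 SD above the mean of all wells on their plate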;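 note: 0% = DMSO-treated cells in low-serum medium and 100% = 10% serum control; some compounds called inactive have numbers as strong as hits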
mIAP inh: inhibitors of mouse IAP, primary screen, biochemical, luminescence, uHTS. purified mouse IAP, CDP-Star luminescence, 30 min. inhibition, % at 10 µM. hit rate 0.2% among 330,000. AID 2806, 2010;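 active = inhibition of at least 40% at 10 µM in the primary screen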;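 note: plate controls were DMSO with enzyme for no effect and no enzyme wells for full effect; values of inactives mirror those of a sister screen read the other way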
SENP1 inh: human SENP1 catalytic domain inhibitors, primary screen, biochemical, FRET, uHTS | Sentrin-specific protease 1 (Homo sapiens), Q9P0U3 | recombinant SENP1 catalytic domain, CyPet-SUMO1-YPet FRET cleavage | inhibition, % at 10 µM | hit rate 0.21% among 360,000;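 active = inhibition at least 30% at 10 µM, raw YFP signal under a set limit, fluorescence ratio 0.5 to 1.5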;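 note: 0% = enzyme with DMSO and 100% = no enzyme wells; some results filed as inactive read as strong as hits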
Target sequence (Q9P0U3 419-644 limits assumed): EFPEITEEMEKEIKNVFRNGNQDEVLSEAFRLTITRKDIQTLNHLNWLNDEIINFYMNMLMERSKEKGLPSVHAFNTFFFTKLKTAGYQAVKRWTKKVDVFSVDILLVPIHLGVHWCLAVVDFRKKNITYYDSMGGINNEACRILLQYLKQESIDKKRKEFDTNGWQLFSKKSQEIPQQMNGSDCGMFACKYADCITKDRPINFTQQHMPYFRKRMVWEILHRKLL
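Material – human SENP1 catalytic domain · Input – SENP1 enzyme, 20 pM final · Compound dosing – single concentration of 10 µM compound, 0.5% DMSO final · Timing – enzyme reaction for 50 min at room temperature, dark · Measured by – FRET fluorescence in CFP and YFP emission channels · Control set – no-enzyme wells low, DMSO-plus-enzyme wells high control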
hIAP activ: human IAP activators, primary screen, biochemical, luminescence, uHTS; Intestinal-type alkaline phosphatase (Homo sapiens), P09923; purified human IAP, CDP-Star luminescence, 30 min; active compounds read high; 1 = vehicle-only enzyme, 0 = enzyme-free background; activation factor at 10 µM; hit rate 0.16% among 330,000;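 active = activation factor of the enzyme at least 2-fold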; note: the source names both 10 and 20 µM as test concentration; values of inactives mirror those of a sister screen read the other way
APOBEC3G inh: APOBEC3G DNA deaminase inhibitors, primary screen, biochemical, fluorescence, single-stranded DNA substrate, uHTS | DNA dC->dU-editing enzyme APOBEC-3G (Homo sapiens), Q9HC16 | recombinant A3G, ssDNA deamination FAM/TAMRA fluorescence | inhibition, % at 20 µM | hit rate 0.28% among 330,000 | AID 493012, 2011;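 active = inhibition of at least 40% at 20 µM, with no more than 30% in the related APOBEC3A deaminase screen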;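 note: plate controls were DMSO wells with A3G for no effect and wells lacking A3G enzyme for full effect; some compounds called inactive have numbers as strong as hits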
NALP3 yeast inh: NALP3 inflammasome inhibitors in reconstituted yeast, primary screen, luminescence, uHTS. Yeast reconstituted NLRP3/ASC/caspase-1, beta-gal luminescence, 24 h. inhibition, % at 10 µM. hit rate 0.39% among 330,000. AID 2825, 2010;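 active = inhibition of 50% or more; inactive = inhibition below 50%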;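 note: plate controls were induced DMSO wells for no effect and uninduced yeast grown without galactose for full effect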
mIAP act: activators of mouse IAP, primary screen, biochemical, luminescence, uHTS. intestinal alkaline phosphatase [Mus musculus]. muIAP, CDP-Star luminescence, 30 min; active compounds read high; 1 = vehicle-only enzyme signal, 0 = enzyme-free wells. activation factor at 10 µM. hit rate 0.24% among 330,000. AID 2805, 2010;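 active = activation factor of at least 2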; note: the source names both 10 and 20 µM as test concentration; values of inactives mirror those of a sister screen read the other way
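Assay system: mouse IAP enzyme; Reagent: CDP-Star chemiluminescent phosphatase substrate; Compound: DMSO-dissolved test compounds; Incubation: 30 min, room temperature; Technique: luminescence from enzymatic CDP-Star hydrolysis; Controls: DMSO-only wells and no-enzyme negative control.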
Numbers without * were called inactive; . = not tested or not shown. Not all compounds are listed; the hit share may differ from the screen's.

SMILES	APOBEC3A inh	hIAP inh	MIN6 prolif	mIAP inh	SENP1 inh	hIAP activ	APOBEC3G inh	NALP3 yeast inh	mIAP act
CC[C@]12c3[nH]c4cc(CCC(=O)N(C)C)ccc4c3CCN1C(=O)[C@@H](CC(=O)NC/C=C(\C)CCC=C(C)C)C[C@@H]2C(=O)N1CCN(C(=O)C2CC2)CC1	-2	.	.	-13	-4	.	5	.	1.1
O=C(CN1CCN(c2ccccn2)CC1)Nc1cccc(F)c1	-2	-7	-4	6	1	1.1	-8	22	0.94
O=C(c1cc(=O)c2ccccc2o1)N1CCN(c2ccccc2)CC1	-6	-3	-2	0	0	1	-19	29	1
COc1cccc2cc(C(=O)Nc3cc(C)cc(C)c3)/c(=N/NS(=O)(=O)c3ccccc3)oc12	-5	6	1	6	3	0.94	-5	-5	0.94
CCOC(=O)CSc1n[nH]c(NC(=O)c2cccc(C(F)(F)F)c2)n1	-1	12	3	9	2	0.89	-4	11	0.91
Cc1ccc(C(=O)CSc2nc3c([nH]2)c(=O)n(C)c(=O)n3C)cc1	0	1	-3	-2	-4	0.99	2	4	1
CCn1c(O)c(/C=N/n2cnnc2)sc1=S	-5	16	-2	17	-29	0.84	-7	17	0.83
COc1ccc(NC(=O)c2c(N)cnn2C)cc1	-6	-50	-3	-14	2	1.5	-3	22	1.1
Cc1cc(Cc2ccc(N)c(C)c2)ccc1N	-4	4	5	-9	-2	0.96	-5	7	1.1
CC(=O)c1cccc(NC(=O)COC(=O)[C@@H](NC(=O)OCc2ccccc2)C(C)C)c1	-1	-3	0	0	0	1	-4	4	1
COc1ccccc1C(=O)Nc1ccc2c(c1)nc(CCNC(=O)c1ccccc1)n2C	-1	-11	0	-11	-2	1.1	-8	19	1.1
Cc1ccc(-c2nn(-c3ccccc3)cc2/C=N/NC(=O)c2ccc3c(c2)OCO3)cc1	-4	5	-3	-5	1	0.95	-8	19	1.1
CCc1ccccc1NC(=O)CN(C)C(=O)COC(=O)c1ccco1	0	-8	-2	8	3	1.1	-6	11	0.92
Cn1cnc2c1c(=O)n(Cc1ccccc1C#N)c(=O)n2C	-5	8	-1	2	2	0.92	-8	-4	0.98
c1ccc(CN2CCN(C3CCCSc4ccccc43)CC2)cc1 (configuration not stated)	-3	-9	-2	9	1	1.1	-5	13	0.91
COc1ccccc1/C=C/C=C1N=C(/C=C/c2ccc(Cl)cc2)OC/1=O	-1	9	-3	16	-3	0.91	0	18	0.84
Cc1ccc(C)c(C(C)NC(=O)c2ccc(Br)o2)c1 (configuration not stated)	0	-5	-3	-11	-4	1	-4	-49	1.1
Cc1cc(Br)ccc1NC(=O)c1cnc(N2CCN(c3ccccn3)CC2)c2ccccc12	-4	5	1	10	1	0.95	-5	17	0.9
CCOC1(OCC)N=C(N)C2(C#N)C(c3ccc(NC(C)=O)cc3)C12C#N (configuration not stated)	1	-2	-1	-2	-23	1	1	1	1
COc1ccccc1/C=C/C(=O)Nc1cccc(S(=O)(=O)NC2=NCCCCC2)c1	1	2	-4	6	-1	0.98	-7	12	0.94
O=C(C1CCN(S(=O)(=O)c2ccccc2)CC1)N1CCC1	-7	1	3	-1	2	0.99	-9	-2	1
Cc1cccc(NC(=O)c2cc(=O)n(Cc3ccccc3)c(=O)[nH]2)c1	2	4	1	8	1	0.96	-2	1	0.92
CC(C)(C)c1[nH]c2ccccc2c1/C=N/O	-1	-5	-3	2	4	1.1	-3	3	0.98
Cc1ccccc1Nc1cc(C(=O)NCC2CCCO2)c2ccccc2n1 (configuration not stated)	-2	-3	-2	-5	0	1	-6	9	1.1
CC(=O)N/C(=C/c1ccc(OS(=O)(=O)c2ccc(C)cc2)cc1)C(=O)NCCCO	-2	8	-2	4	3	0.92	-10	10	0.96
New compounds follow:
SMILES	APOBEC3A inh	hIAP inh	MIN6 prolif	mIAP inh	SENP1 inh	hIAP activ	APOBEC3G inh	NALP3 yeast inh	mIAP act
CN(C)CCN(Cc1ccccc1)c1nccc(N(C)C)c1C#N	0	-30	1	-2	3	1.3	13	15	1
O=C1Cc2ccccc2Sc2cc(OCCCN3CCCCC3)ccc21	2	29	0	12	-11	0.71	-8	20	0.88
COc1ccccc1-c1nc(C#N)c(N2CCN(C(c3ccccc3)c3ccccc3)CC2)o1	1	-13	-1	-2	1	1.1	-4	8	1
O=C(Nc1ccc(C(=O)N2CCOCC2)cc1)c1ccccc1[N+](=O)[O-]	-1	-13	-1	4	-1	1.1	-7	10	0.96
CCn1nc(NS(=O)(=O)c2ccccc2)c2cc3ccccc3nc21	-4	8	4	3	-8	0.92	-7	23	0.97
Cc1ccccc1OCCC(=O)OCC(=O)Nc1cc(S(=O)(=O)N2CCOCC2)ccc1Cl	-3	9	-2	1	3	0.91	-6	8	0.99
Nc1nonc1-n1nnc(C(=O)N/N=C/c2c(Cl)cccc2Cl)c1CN1CCOCC1	-4	-5	-3	-4	-2	1	-12	22	1
N#Cc1ccc(-c2ccco2)nc1SCC(=O)c1ccc(Cl)cc1	2	10	-2	13	-20	0.9	-3	15	0.87
COc1cccc(C(=O)NCc2ccc(N3CCN(C(=O)OC(C)(C)C)CC3)cc2)c1	1	-20	-1	-7	0	1.2	-6	15	1.1
O=C(CSc1nnc(CNc2ccc(F)cc2)n1CC1CCCO1)Nc1ccccc1 (configuration not stated)	1	-2	0	-6	1	1	-4	2	1.1
CC(C)(C)c1ccc(-n2nc(C#N)c(Cl)cc2=O)cc1	-2	9	-5	12	1	0.91	-7	30	0.88
COc1ccc(/C=C2\SC(=N)N(c3ccc(F)cc3)C2=O)cc1	7	-40	-1	11	0	1.4	-3	-4	0.89
CCOc1ccccc1NC(=O)CSc1nnc(-c2ccncc2)o1	0	-6	-3	6	5	1.1	-5	19	0.94
O=C(NCc1cccs1)C1CCC(CNS(=O)(=O)c2cccs2)CC1 (configuration not stated)	-2	-23	-2	-4	3	1.2	-5	10	1
CCC(=O)Nc1ccc(NC(=O)/C=C/c2ccc(Cl)cc2)cc1	-2	3	0	2	2	0.97	-5	13	0.98
CN(CC(=O)Nc1ccccc1Sc1ccccc1)C1CCCCC1	4	-7	-7	9	1	1.1	-6	-2	0.91
COc1ccc(NS(=O)(=O)c2ccc(N3CCCCC3)c(NC(=O)C(C)NC(N)=O)c2)cc1 (configuration not stated)	-3	-2	0	-3	-1	1	-7	-2	1
CN(Cc1nccs1)C(=O)c1cc(COc2cccc3cnccc23)on1	-5	-17	-5	6	1	1.2	-7	-9	0.94
CCS(=O)(=O)C(C)(CCl)C(=O)Nc1ccc(C(=O)OC)cc1 (configuration not stated)	-1	-10	2	-15	2	1.1	-5	3	1.1
CS(=O)(=O)N1CCN(c2ccc(NC(=O)c3ccc(-c4ccc(Cl)cc4)o3)cc2)CC1	1	0	-4	8	1	0.99	-2	16	0.92
O=C(Nc1nnc(C23CC4CC(CC(C4)C2)C3)s1)c1ccco1	0	-1	-2	27	2	1	2	9	0.73
COc1ccc(-c2ccc(C3C(C#N)=C(N)Oc4n[nH]c(C)c43)o2)cc1 (configuration not stated)	0	-12	-5	6	-27	1.1	-7	14	0.94
O=C(CCCn1c(=O)[nH]c2ccccc2c1=O)NC1CCCCCC1	-1	5	-2	2	2	0.95	-1	-3	0.98
O=C(Nc1cccc(Cl)c1)N(CCN1CCOCC1)Cc1ccccc1F	-2	-11	0	-38	2	1.1	-5	7	1.4
Cc1sc(NC(=O)c2ccco2)c(C(c2cccnc2)N2CCN(C)CC2)c1C (configuration not stated)	-4	-18	4	-2	-4	1.2	-3	18	1

Looked up above.
Entry for O=C(Nc1nnc(C23CC4CC(CC(C4)C2)C3)s1)c1ccco1 in mIAP inh: 27
Entry for O=C(CCCn1c(=O)[nH]c2ccccc2c1=O)NC1CCCCCC1 in hIAP inh: 5

Next structures
SMILES	APOBEC3A inh	hIAP inh	MIN6 prolif	mIAP inh	SENP1 inh	hIAP activ	APOBEC3G inh	NALP3 yeast inh	mIAP act
COc1ccccc1NC(=O)CC(NC1CCCCC1)C(=O)O (configuration not stated)	1	-1	0	-2	2	1	-6	7	1
CCSc1nnc(NC(NC(C)=O)(C(F)(F)F)C(F)(F)F)s1	-5	-2	-4	-5	1	1	-2	-3	1.1
O=C(COC(=O)COc1cccc(Br)c1)Nc1ccc(F)cc1F	-2	2	2	-12	6	0.98	-6	5	1.1
CCOC(=O)c1csc(-c2ccc(OC)c(OC)c2)n1	-1	-10	-3	1	-1	1.1	-2	10	0.99
COc1ccc(NC(=O)CSc2nnc(-c3ccccc3C)n2N)cc1OC	-1	17	0	5	-1	0.83	-2	1	0.95
COc1ccccc1OC(C)C(=O)N1CCc2ccccc21 (configuration not stated)	-4	2	-4	0	1	0.98	-4	3	0.99
CCCCCCC1CC(C)(C(=O)CNc2nncs2)OC1=O (configuration not stated)	-3	-2	-1	-5	1	1	-6	31	1
COc1cccc(NC(=O)Cn2nnc(C(=O)Nc3ccccc3)c2N)c1	-1	22	4	-2	1	0.78	-6	0	1
OC(COc1ccccc1)Cn1c2ccccc2c2ccccc21 (configuration not stated)	3	5	-6	-7	2	0.95	-1	22	1.1
Cn1ncc(Br)c1NC(=O)Nc1ccc(Cl)cc1	-2	-4	2	-11	3	1	-4	14	1.1
CCN1C(=O)C2C(c3ccccc3F)NC(Cc3ccc(O)cc3)(C(=O)OC)C2C1=O (configuration not stated)	0	-14	1	9	-2	1.1	-5	-4	0.91
O=C(CN1C2=NCCCN2c2ccccc21)c1ccc([N+](=O)[O-])cc1	-1	1	-1	-6	2	0.99	2	13	1.1
CCCCOC(=O)C1Cc2ccccc2C(=O)O1 (configuration not stated)	-2	18	1	13	1	0.82	-2	5	0.87
COc1ccc(C2=NS(=O)(=O)N(C)C(C(=O)Nc3cc(C)ccc3O)=C2)cc1OC	-1	-8	2	10	-3	1.1	4	4	0.9
C/C(CCc1ccccc1)=N/NC(=O)C(=O)NC(C)c1ccccc1 (configuration not stated)	1	-16	2	10	0	1.2	-2	6	0.91
Cc1ccc2c(c1)c(C1=c3ccccc3=NC1=O)c(O)n2C	0	-17	-5	-7	0	1.2	-2	12	1.1
O=C(Nc1ccc2nsnc2c1)C1CC1	0	-24	-3	0	-3	1.2	0	29	1
CCN1C(=O)[C@H]2[C@@H](c3ccc(OC)cc3)N3C(=O)CN(CC4CC4)C(=O)[C@@]3(C)[C@H]2C1=O	-2	3	-1	1	0	0.97	-8	-3	0.99
